Screening data: PubChem BioAssay, several laboratories
HSF-1 act = HSF-1 activators, primary screen, NIH3T3-HGL cells, MG132 stress, luminescence, single point; activation, % at 9 µM; NIH3T3-HGL HSF-1 luciferase reporter, 8 h; 100% = twice DMSO control signal; actives 1.7% (n = 300,000);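 active = mean replicate activation of at least 50% with a set share of replicates each reaching 50%; inconclusive = only one of those two conditions met; inactive = mean below 50% and too few replicates reaching it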;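 also: 0% = median of the neutral control wells and 100% = twice that signal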
aSyn 5UTR inh = MLPCN primary screen, SNCA 5' untranslated region. alpha-synuclein 5'UTR reporter, inhibitor activity. inhibition, % (tested at 7.5 µM). actives 0.82% (n = 300,000). AID 1813, 2009; in the data active = inhibition above about 60%; inconclusive = no clear call, values can overlap the other calls;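 also: H4 neuroglioblastoma cells stably carrying SNCA 5'UTR luciferase fusion; 0% = DMSO wells and 100% = positive control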
AI-2 QS mod = Vibrio harveyi AI-2 quorum sensing modulators, primary screen, JMH597 strain, luminescence/OD600 ratio; Vibrio harveyi JMH597 AI-2 luminescence/OD600 ratio, 9 h; stronger effect = lower value; strain lacks LuxN and CqsS sensors; 0 = neutral-control median; activity change, % at 7.5 µM; actives 0.4% (n = 300,000); AID 2094, 2009; in the data active = activity change below about -75%, passing the limit was not always enough; inconclusive = no clear call, values can overlap the other calls;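 also: luminescence divided by OD600 gain over 9 h not by final OD600 alone; inactives centre near 13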
IEC-6 cytotox = cytotoxicity in IEC-6 intestinal epithelial cells, primary screen, cytotoxicity control for KLF5 inhibitor project, cell-based, luminescence; IEC-6 cytotoxicity, luminescence viability; inhibition, % at 5 µM; actives 0.78% (n = 290,000); AID 1825, 2009; in the data active = inhibition above about 22%;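 also: 0% = plate median of test compound wells and 100% = cytotoxic reference compound wells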
Platelet DG rel = inhibitors of platelet dense granule secretion, primary screen, cell-based, MLPCN, human platelets; human platelet-rich plasma, SFLLRN dense granule ATP release, luminescence; inhibition, %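 (compounds screened at 7.5 µM in platelet-rich plasma)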; actives 0.22% (n = 300,000); AID 1663, 2009;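 active = mean replicate score, as percent of positive control, at or above 50; inconclusive = mean below 50 but at least one replicate at or above 50; inactive = mean and every replicate below 50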
HDAC3 inh = HDAC3 deacetylase inhibitors, primary screen, biochemical, fluorescence, cell-free homogeneous; recombinant HDAC3, fluorogenic peptide/trypsin coupled; Histone deacetylase 3 (Homo sapiens), O15379; actives 0.15% (n = 320,000); inhibition, % at 8.3 µM; in the data active = inhibition above about 26%, passing the limit was not always enough; inconclusive = no clear call, values can overlap the other calls
Target sequence (O15379 whole entry, looked up): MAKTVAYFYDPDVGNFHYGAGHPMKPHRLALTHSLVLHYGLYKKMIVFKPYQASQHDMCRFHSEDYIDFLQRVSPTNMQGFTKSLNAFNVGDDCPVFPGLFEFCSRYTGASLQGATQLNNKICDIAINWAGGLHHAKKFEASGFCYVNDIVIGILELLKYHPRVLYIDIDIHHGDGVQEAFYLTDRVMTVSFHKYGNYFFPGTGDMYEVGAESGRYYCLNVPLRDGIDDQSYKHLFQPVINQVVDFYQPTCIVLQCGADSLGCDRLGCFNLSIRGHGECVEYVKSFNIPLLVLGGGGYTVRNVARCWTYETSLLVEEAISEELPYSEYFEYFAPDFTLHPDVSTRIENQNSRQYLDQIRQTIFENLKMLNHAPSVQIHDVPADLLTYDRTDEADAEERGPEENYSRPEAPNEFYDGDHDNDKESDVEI
HSP90 refold inh = HSP90 inhibitors, primary screen, cell lysate, luminescence; Heat shock protein HSP 90 (rabbit reticulocyte lysate; luciferase refolding); Rabbit reticulocyte lysate, luciferase refolding luminescence, 3 h; inhibition, % at 5.6 µM; actives 0.91% (n = 290,000);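 active = inhibition above the screen-wide mean plus 3 SD, computed separately per campaign, cut at about 16% in these data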;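 also: 0% = DMSO wells and 100% = 60 µM geldanamycin wells; inhibitors lower the luminescence because luciferase stays unfolded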
HSF1 inhib = HSF1 inhibitors in luciferase reporter cells, primary screen, cell-based, NIH3T3, luminescence; NIH3T3-HGL HSE-luciferase, MG132-induced, luminescence 8 h; stronger effect = lower value; activity change, negative = inhibition, % at 7.5 µM (by protocol); actives 0.77% (n = 300,000);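 active = more than half of replicate wells show activity change below -50%, luminescence cut by over half; inconclusive = some wells, but at most half, below -50%; inactive = no replicate well below -50%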;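 also: luciferase reports HSF-1 transcriptional activity via heat shock element; 0% = median of DMSO wells and -100% = zero luminescence signal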
HIF activator = HIF pathway transcriptional activators, primary screen, cell-based, U2OS HRE-luciferase, luminescence | U2OS HRE-luciferase reporter; normalized: DMSO 0%, desferrioxamine 100% | activation, % at 7.5 µM (by protocol) | actives 0.32% (n = 300,000) | AID 1910, 2009;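 active = mean activation of at least 10% of the iron chelator positive control signal, with at least half of replicates also reaching 10%; inconclusive = mean and replicate majority disagree about reaching 10%; inactive = mean and most replicates under 10%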
KLF5 inh = KLF5 expression inhibitors, primary screen, DLD-1 cells, luminescence; inhibition, % at 5 µM; DLD-1 KLF5 promoter-luciferase reporter; actives 0.23% (n = 290,000);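 active = inhibition above a per-plate limit of that plate's mean compound inhibition plus 3 SD, cut at about 60% in these data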;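 also: 0% = DMSO wells and 100% = LY294002 at 200 µM; higher means less KLF5 promoter-driven luciferase light; inactives centre near -14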
Numbers without * were called inactive; ? = inconclusive; · = not tested or not shown.

SMILES	HSF-1 act	aSyn 5UTR inh	AI-2 QS mod	IEC-6 cytotox	Platelet DG rel	HDAC3 inh	HSP90 refold inh	HSF1 inhib	HIF activator	KLF5 inh
CC(C)(C)/C(O)=C(/C#N)c1nc2ccccc2[nH]1	3	-9	9	-3	3	-2	5	2	-1.0	-35
COC(=O)CCC(=O)OC1(C)C(=O)C=C2C=C3CCCN3C=C2C1=O (stereo not drawn)	-1	5	32	·	-5	2	·	-5	-2.7	·
CCC(CO)n1c(SCc2cc(=O)oc3cc(C)ccc23)nc2ccccc2c1=O (stereo not drawn)	45	6	17	4	-3	1	-6	24	-0.8	-10
CC1=NN(C(=O)Cn2nc([N+](=O)[O-])cc2C)C(O)(C(F)(F)F)C1 (stereo not drawn)	7	-5	26	3	-1	-5	1	4	-0.6	-12
COC(=O)c1cn(NC(=O)Cc2c(F)cccc2Cl)c(=O)c2ccccc12	1	-2	9	4	-1	-2	-1	-3	-0.6	-8
CCN(CC)S(=O)(=O)c1ccc(C(=O)OCC(=O)Nc2ccc(-c3nc4ccc(C)cc4s3)cc2)cc1	0	5	22	1	2	13	-1	4	-0.1	-118
CC1=C(C(=O)OCC(Cl)(Cl)Cl)N2C(=O)C(NC(=O)Cc3ccccc3)C2SC1 (stereo not drawn)	5	-13	10	-7	6	1	-4	2	-0.6	-10
CCCCCCn1c(N2CCC(C(N)=O)CC2)nc2c1c(=O)n(C)c(=O)n2C	-5	4	13	10	0	0	0	13	-2.0	-4
Cc1ccc(S(=O)(=O)n2c3ccc(F)cc3c3nc(C)sc32)cc1	7	48	11	-7	6	2	-2	2	0.0	-11
Cc1ncc([N+](=O)[O-])n1CCOC(=O)NC(Nc1ccc(F)cc1)C(Cl)(Cl)Cl (stereo not drawn)	-7	-8	17	-4	5	7	-3	3	0.0	4
OC(COCc1cccs1)CN1CCN(c2cccc(Cl)c2)CC1 (stereo not drawn)	0	-14	26	4	10	-5	2	-7	0.1	1
CCOC(=O)c1ccc(COC(=O)c2ccc3c(c2)-c2ccccc2C3=O)cc1	-20	6	12	2	-1	?	-1	1	-0.3	1
Cc1ccc(NC(=O)C(=O)NCCc2c[nH]c3ccccc23)cc1C	11	-9	-3	7	12	-7	0	5	0.4	-17
CCN(CCO)Cc1csc2ccc(Cl)cc12	-12	2	4	-4	0	0	-2	8	-0.1	-18
COc1ccc(N2C(=O)CC(Sc3ncccc3C(=O)O)C2=O)cc1 (stereo not drawn)	21	5	34	0	-4	4	3	6	-0.4	-8
Cc1nn(S(=O)(=O)c2ccccc2)c(C)c1Sc1ccc([N+](=O)[O-])cc1	-2	26	29	-2	8	2	-2	3	0.2	-25
C/C(=N\NC(=O)c1ccc(N(C)C)cc1)c1ccc(C)c(C)c1	1	-2	25	-1	-14	4	0	5	1.9	-32
Oc1c(Cl)cc(Cl)cc1/C=C/c1ccc2cccc(O)c2n1	14	-58	80	-3	0	-2	-3	9	0.0	-32
Cn1ncc2c(NNC(=O)c3ccccc3Cl)ncnc21	0	1	11	-6	-3	2	-2	-10	0.5	-11
CC(C)c1ccc(-c2cc(C(=O)N3CCOCC3)c3cc(Br)ccc3n2)cc1	-1	-44	8	4	-4	·	2	-4	0.6	-21
O=C1C(Cl)=C(NS(=O)(=O)c2ccc([N+](=O)[O-])cc2)C(=O)c2ccccc21	4	1	8	10	4	-1	2	12	-0.5	-7
Cc1ccc(S(=O)(=O)NC2c3cccc4cccc(c34)C2Sc2ncccn2)cc1 (stereo not drawn)	3	31	20	1	7	-4	-2	-11	-0.1	2
COc1cc(CNC2CCCC2)cc(Br)c1OCC(=O)Nc1ccccc1C	1	1	24	2	1	6	6	-4	0.3	-27
CCN(CC)S(=O)(=O)c1ccc(N/N=C/c2cc(OC)ccc2O)nc1	28	87*	25	16	-4	·	2	13	?	68*
CCOc1ccc(C(=O)/C=C/c2ccc(OC)c(OC)c2)cc1	26	-20	6	-15	-1	5	2	9	1.0	2
Cc1cc(NC(=O)CCC(=O)N(c2cccc(F)c2)C(C(=O)NC2CCCC2)c2ccc(C)o2)no1 (stereo not drawn)	7	5	7	-8	14	5	-5	5	1.6	-8
COc1ccc2nc(NC(=O)C3CCN(S(=O)(=O)c4cccs4)CC3)sc2c1	-46	36	22	3	1	1	7	-33	-0.5	7
O=C(COC(=O)c1ccccc1C(=O)c1ccc(Cl)c([N+](=O)[O-])c1)NC1CC1	?	-23	10	-7	-1	5	-5	29	-1.3	-10
CNC(=O)COc1ccc(S(=O)(=O)Nc2ccc(C)cc2)cc1	-9	4	13	-1	7	·	1	13	3.4	-14
CC(C)NC(=O)c1ccccc1NC(=O)CCS(=O)(=O)Cc1ccccc1	1	-3	27	-2	-5	1	1	5	0.1	-1
CC1(C)Cc2c(cnn2-c2ccccc2)C(NC(=O)CCN2CCCCO2)C1 (stereo not drawn)	12	-3	9	-1	0	4	2	2	0.0	-35
Cc1ccccc1/C=C/c1nc2ccccc2c(=O)[nH]1	33	-324	5	9	9	·	-1	27	5.8	-104
CN(C(=O)COC(=O)c1ccccc1Cc1ccccc1)C1CCS(=O)(=O)C1 (stereo not drawn)	-15	10	-27	4	-3	?	-4	2	0.7	-2
Cc1ccc(-c2nnc(NC3CCCC3)s2)cc1	28	-143	-9	4	0	3	8	20	1.7	-149
CC1(C)CC(CCNC(=O)CCl)(c2ccccc2)CCO1 (stereo not drawn)	6	-63	21	-3	1	-5	2	-1	-0.3	-4
COc1ccc(-n2c(COc3cccc(C)c3)nnc2SCC(=O)O)cc1	16	1	11	-7	1	5	0	-2	0.8	-46
Cn1nc(C(=O)NNc2c(F)c(F)cc(F)c2F)c2ccccc2c1=O	13	-32	25	3	-3	3	4	10	-1.3	-28
COc1ccc(N(CC(=O)Nc2ccc(C(C)C)cc2)S(=O)(=O)c2c(C)noc2C)cc1	-13	-10	10	0	-4	-8	2	-10	-0.4	-8
COc1ccccc1CNC(=O)COC(=O)c1ccc(S(=O)(=O)N2CCCC2)cc1	13	10	15	8	-7	-1	2	1	-0.1	-10
CC1CN(S(=O)(=O)N(C)C)CCN1S(=O)(=O)N(C)C (stereo not drawn)	7	9	16	3	-4	-4	-3	-6	-0.5	3
c1ccc(SCCCCNC2CCCC2)cc1	5	-15	14	1	1	2	1	-2	-0.1	3
CC1CCCN(C(=O)c2ccc(NC(=O)CC3SC(N4CCCC4)=NC3=O)cc2)C1 (stereo not drawn)	-15	1	36	·	2	0	·	-3	0.0	·
CC(=O)Nc1cccc(NC(=O)c2cc(C)on2)c1	3	-26	20	1	-5	-3	-6	-2	1.1	-12
CC1c2[nH]c3ccccc3c2CCN1S(C)(=O)=O (stereo not drawn)	9	11	0	1	0	-5	3	0	-19	17
O=C(COC(=O)Cc1cn2ccsc2n1)NCc1ccc2c(c1)OCO2	-2	1	18	2	2	-2	-1	-5	0.0	-40

2 entries from above, as comma-separated lines:
structure,HSF-1 act,aSyn 5UTR inh,AI-2 QS mod,IEC-6 cytotox,Platelet DG rel,HDAC3 inh,HSP90 refold inh,HSF1 inhib,HIF activator,KLF5 inh
COc1ccc(-n2c(COc3cccc(C)c3)nnc2SCC(=O)O)cc1,16,1,11,-7,1,5,0,-2,0.8,-46
Cn1nc(C(=O)NNc2c(F)c(F)cc(F)c2F)c2ccccc2c1=O,13,-32,25,3,-3,3,4,10,-1.3,-28

More entries follow:
SMILES	HSF-1 act	aSyn 5UTR inh	AI-2 QS mod	IEC-6 cytotox	Platelet DG rel	HDAC3 inh	HSP90 refold inh	HSF1 inhib	HIF activator	KLF5 inh
Cc1ccc(N=C2C(=O)Nc3ccccc32)cc1C	51*	-26	25	-1	-5	-13	-3	9	-32	-18
COC(=O)C1=C(C)N(c2ccc(C)c(C)c2)/C(=C/c2cccs2)C1=O	-3	-7	-5	-3	1	3	2	4	-0.3	-32
O=C(/C=C/c1ccc2c(c1)OCCO2)c1ccccc1	32	-137	-32	-3	16	1	-3	11	1.7	-111
CCN(CC)c1ccc(/C=N/NC(=O)c2c[nH]c3ccccc23)cc1	23	-38	24	1	-5	-4	-3	3	1.0	-27
O=C(CN1C(=O)COc2ccccc21)NCCCN1CCc2ccccc2C1	6	-17	7	0	1	0	1	-8	0.1	-4
CCC(CC)C(=O)N1CC(=O)Nc2ccc(C)cc2C1c1ccccc1 (stereo not drawn)	6	7	18	-1	10	8	1	16	-0.9	18
Cc1nc2scc(-c3ccc(C(C)C)cc3)c2c(=O)n1N	-7	19	3	11	0	1	1	3	0.2	-3
O=C(Nc1nc(-c2ccccn2)cs1)c1ccc([N+](=O)[O-])o1	11	-32	?	-5	-10	1	2	-6	1.5	7
Cc1cc(S(=O)(=O)NCCCN2CCOCC2)c(C)cc1Cl	-3	-19	19	-2	-4	3	-6	-7	-0.4	-9
COc1ccc(C(=O)NNC(=O)CSc2nnc(C)n2CC2CCCO2)cc1 (stereo not drawn)	22	23	46	3	-10	1	3	6	-0.4	2
CCOC(=O)c1ccc(NCc2nc3ccccc3n2C)cc1	14	-172	3	3	12	-9	-1	-1	1.9	-37
CC1=C(C(=O)N(C)CCC#N)C2(CCCCC2)OC1=O	-7	2	27	-4	3	9	0	-2	·	-79
Cn1c(=O)[nH]c(=O)c2c1nc(Sc1ncccn1)n2CCCc1ccccc1	38	51	30	3	-2	·	-4	13	-1.0	-24
CCOC(=O)c1c(C)n(C)c2c(C)cc(O)c(OC(=O)CC)c12	-18	3	9	-1	-7	-2	-1	-3	0.0	-23
Cc1ccc(C(=O)N/C(=C\c2ccccc2)C(=O)NCc2cccnc2)cc1	-5	-4	8	-7	0	-1	-1	-6	0.2	-2
COc1ccc(Br)cc1CN(C)CC(=O)Nc1c(Cl)ccc(C)c1Cl	-1	20	4	-3	7	2	0	2	0.3	-2
CC(=O)NC(NC(=S)Nc1ccc(N=Nc2ccccc2C)cc1C)C(Cl)(Cl)Cl (stereo not drawn)	15	-14	25	0	-2	-2	-1	11	3.3	-22
O=C(Nc1ccccc1[N+](=O)[O-])c1cc(S(=O)(=O)N2CCOCC2)cs1	14	-8	22	2	-19	-10	0	4	-0.6	-16
CCO[C@H]1OC(C(=O)N2CCN(Cc3ccc4c(c3)OCO4)CC2)=C[C@@H](c2ccc(Br)cc2)[C@@H]1CCCO	-9	31	8	-3	-4	5	-2	2	-1.3	3
O=C(Nc1cccc(NC(=O)C2CCCO2)c1)C1CCCO1 (stereo not drawn)	-14	0	19	-5	4	2	2	-2	-1.1	-7
Cc1ccc(N2CCN(C(=O)c3ccccc3NC(=O)c3ccccc3C(=O)O)CC2)cc1	44	-100	34	-2	10	2	2	13	2.8	-79
